# V1aR counter – V1a receptor agonism, counter-screen for OXTR agonists; P37288; CHO-V1R cells, Fluo-8 calcium fluorescence, agonist mode; 0% DMSO, 100% 3 nM vasopressin; activation, % at 3 µM; 0.25% of 320,000 active;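 active = activation above the mean activation of all tested compounds plus 3 SD, per screening run, cut at about 20% in these data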;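 also: signal is peak over basal fluorescence ratio across a 100 second FLIPR read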
# Target sequence (P37288 whole entry, looked up): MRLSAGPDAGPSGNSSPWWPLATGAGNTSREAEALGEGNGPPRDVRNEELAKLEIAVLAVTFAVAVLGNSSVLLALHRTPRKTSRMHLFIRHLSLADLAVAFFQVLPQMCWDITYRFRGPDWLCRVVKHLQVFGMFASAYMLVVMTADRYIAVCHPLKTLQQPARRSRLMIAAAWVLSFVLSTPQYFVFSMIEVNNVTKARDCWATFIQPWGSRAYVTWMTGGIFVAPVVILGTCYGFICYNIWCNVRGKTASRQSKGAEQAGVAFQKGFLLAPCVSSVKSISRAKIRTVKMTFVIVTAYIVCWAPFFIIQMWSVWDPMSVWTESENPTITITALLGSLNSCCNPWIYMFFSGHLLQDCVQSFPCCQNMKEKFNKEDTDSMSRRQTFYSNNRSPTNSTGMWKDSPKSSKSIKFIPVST
# TAAR1 antag – antagonists of human TAAR1; Q96RJ0; 1.5% of 360,000 active; inhibition, % at 3 µM; CHO RD-HGA16 TAAR1, Fluo-8 calcium fluorescence, antagonist;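 active = inhibition above a per-plate cutoff, the mean inhibition of test compounds on that plate plus 3 SD, cut at about 49% in these data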;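 also: 0% = DMSO plus EC80 beta-PEA response and 100% = DMSO alone without agonist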
#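 test system = CHO RD-HGA16 cells bearing hTAAR1 | replication = singlicate | controls = DMSO-only wells and EC80 β-PEA-stimulated wells | reagent = EC80 β-phenethylamine stimulus | read-out basis = percent inhibition of PEA-evoked calcium signal, max/basal emission ratio | schedule = seeding 17-24 h prior, 75-min 37 °C, 30-min RT dye loading | signal = kinetic Fluo-8 calcium fluorescence measurement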
# OXTR potentiator – potentiates the human oxytocin receptor response. P30559. 0.061% of 320,000 active. activation, % at 3 µM. CHO-OTR cells, Fluo-8 calcium fluorescence, potentiator mode; 0% = oxytocin EC15, 100% = EC100;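 active = activation above that plate's cutoff, the mean activation of tested compounds plus 3 SD, cut at about 6.6% in these data, passing the limit was not always enough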;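 also: 100% uses oxytocin at 75 nM as the full agonist control; some results filed as inactive read as strong as hits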
# Target sequence (P30559 whole entry, looked up): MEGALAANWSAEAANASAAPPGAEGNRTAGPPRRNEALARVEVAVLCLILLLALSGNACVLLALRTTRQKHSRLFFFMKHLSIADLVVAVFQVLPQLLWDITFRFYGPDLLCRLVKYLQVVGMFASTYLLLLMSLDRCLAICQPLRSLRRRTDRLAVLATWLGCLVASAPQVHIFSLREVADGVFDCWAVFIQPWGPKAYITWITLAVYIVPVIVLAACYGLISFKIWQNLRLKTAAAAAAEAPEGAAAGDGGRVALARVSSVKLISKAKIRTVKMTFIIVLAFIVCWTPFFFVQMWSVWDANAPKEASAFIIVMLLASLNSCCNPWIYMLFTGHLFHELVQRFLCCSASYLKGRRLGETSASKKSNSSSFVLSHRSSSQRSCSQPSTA
#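 assay system = CHO-OTR cells, human receptor | schedule = compound 6 min at room temperature before oxytocin, 100 s read | detection = Fluo-8 intracellular calcium fluorescence, ex 470-495, em 515-575 nm | evaluation = normalized max/min fluorescence ratio, % activation | control set = EC15 oxytocin alone as 0%, 75 nM oxytocin (EC100) as 100%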
# M1 ag – activates human CHRM1 receptor; CHO-K1 hM1, Fluo-8 calcium fluorescence, agonist mode; 0% DMSO, 100% acetylcholine EC100; 0.33% of 360,000 active; activation, % at 3 µM; P11229;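 active = activation above the run's mean compound activation plus 3 SD, cut at about 16% in these data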;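 also: peak over basal fluorescence ratio within a 140 s kinetic read after compound addition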
# CHO-K1 Ca ag – nonselective activator or artifact in parental CHO-K1 cells. Fluo-8 calcium fluorescence; scaled to maximal ATP response, vehicle zero. activation, % at 3 µM. 0.48% of 360,000 active; in the data active = activation above about 15%;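 also: untransfected CHO-K1 host cells lacking M1 receptor as counterscreen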
# CHO-K1 Ca antag – M1 antagonist counterscreen hit in parental CHO-K1 cells | 0.6% of 360,000 active | ATP-induced calcium, Fluo-8 fluorescence | inhibition, % at 3 µM;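 active = inhibition above a per-plate cutoff, the plate's mean sample inhibition plus 3 SD, cut at about 24% in these data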;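 also: 0% = DMSO plus EC80 ATP and 100% = DMSO alone without ATP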
# CHO parental Ca – counter-screen: ATP calcium response change in parental CHO cells | parental CHO-K1, ATP-induced calcium, Fluo-8 fluorescence | 0.63% of 330,000 active | AID 463079 | inhibition, % at 5.6 µM;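 active = inhibition above that plate's mean sample inhibition plus 3 SD, cut at about 26% in these data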;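 also: 0% = ATP-challenged DMSO wells and 100% = DMSO wells without ATP; some compounds past the cut are filed as inactive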
#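 Material: Parental CHO cells | Reagent: ATP | Compound dosing: Single nominal dose of 5.6 µM per compound | Detection: Intracellular calcium via Fluo-8 no-wash fluorescent dye | Read-out: % inhibition of ATP-induced calcium mobilization | Benchmarks: Low control ATP plus DMSO, high control DMSO only | Replicates: Singlicate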
# TAAR1 ag – human TAAR1 agonism; Q96RJ0; CHO RD-HGA16 TAAR1, Fluo-8 calcium fluorescence; vehicle wells 0%, saturating PEA agonist 100%; activation, % at 3 µM; 0.99% of 360,000 active; AID 624467;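 active = activation above the mean activation of all test compounds in the run plus 3 SD, cut at about 38% in these data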
#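 System: CHO-derived RD-HGA16 cells with stable Gα16 and human TAAR1 / Times: 17-24 h plating, Fluo-8 75 min 37 °C, 30 min RT / Technique: calcium-sensitive Fluo-8 signal, excitation 470-495, emission 515-575 nm / Measure: % activation relative to PEA EC100 response / Benchmarks: DMSO and PEA EC100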
# M1 PAM parental – counter-screen for M1 PAMs: effect in parental CHO-K1 cells | 0.02% of 360,000 active | ATP EC20, Fluo-8 calcium fluorescence; 0% at ATP EC20, 100% at ATP max | AID 602247 | activation, % at 3 µM;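 active = activation above the run cutoff, the mean activation of all test compounds plus 3 SD, cut at about 40% in these data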;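 also: peak over basal fluorescence ratio in a 140 s read after ATP addition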
# Numbers without * were called inactive; x = not tested or not shown; & = joins results of further samples.
SMILES,V1aR counter,TAAR1 antag,OXTR potentiator,M1 ag,CHO-K1 Ca ag,CHO-K1 Ca antag,CHO parental Ca,TAAR1 ag,M1 PAM parental
O=S1(=O)N=C(N2CCN(Cc3ccccc3)CC2)c2ccccc21,0.3,-5,-10,-3,0.3,-3,-1,2,5
CCN(CC)c1ccc(/C=N/OCC(=O)N2CCCc3ccccc32)cc1,0.2,-8,-3,-8,-0.4,12,-17,-3,-8
CCn1c(=O)c(-[n+]2ccccc2)c(O)c2ccccc21,0.8,1,-7,-3,1.2,-9,1,9,21
O=C(C[n+]1ccccc1)N/N=C/c1cc(Br)ccc1O,-0.3,-12,-3,-9,0.6,-13,-14,6,-9
COC(=O)c1sccc1NC(=O)c1c(Cl)cccc1Cl,-1.2,-7,4,4,0.4,-19,-2,6,13
CC(C)(C)S(=O)(=O)N1C[C@H]2CC/C=C\C/C(c3ccccc3)=C\2[C@@H]1CCO,x,7,x,-5,-0.1,1,x,0,-11
O=C(NCCCNC(=O)c1ccc(Cl)cc1Cl)c1ccccn1,-0.2,4,-1,-4,1.3,3,7,-1,-22
CCc1ccccc1N(CC(=O)NCc1ccco1)C(=O)CCC(=O)Nc1ccccn1,1.9,-2,-3,-2,2.2,-11,-29,2,-1
CCOC(=O)[C@]12CCC=C1N(Cc1ccco1)C(=O)[C@H](CC(=O)NCc1cccc(C(F)(F)F)c1)C2,x,-13,x,x,0.5,0,x,-1,6
COP(C)(=O)c1c(C)nn(-c2ccccc2)c1C (stereo unspecified),0.6,4,5,-3,0.3,3,-6,3,1
OCC[C@@H]1C[C@H](O)[C@@H](O)[C@]2(CCCc3ccccc3O2)O1,0.1,-4,-8,-2,0.3,-6,-4,15,6
CCN(CC)CCCNC(=O)CC1Oc2ccc(C)cc2NC1=O (stereo unspecified),0.6,-3,2,-14,0.3,-2,-1,2,2
CCNC(=O)c1c(NC(=O)c2cc(-c3cc(C)ccc3O)n[nH]2)sc2c1CCCC2,0.3,-8,-14,-5,-0.4,12,-8,5,-8
Cc1ccc(SC2=C(Sc3ccc(C)cc3)C(=O)c3ccccc3C2=O)cc1,-0.1,5,-6,0,0.2,-1,-2,1,-6
CCOC(=O)c1ccc(NC(=O)CC2S/C(=N/N=C3/NC(=O)CS3)NC2=O)cc1 (stereo unspecified),-1.2,-14,-3,-1,-0.4,2,-10,0,-12
COc1ccc2c(c1)c(C(=O)O)c(C)n2-c1ccc(Cl)cc1,-1.0,-9,-1,-6,0.7,-13,-6,-2,6
Nc1nc2nc(-c3ccc(F)cc3)cc(C(F)(F)F)n2n1,-1.0,-8,4,-3,2.4,-8,-8,0,7
COc1cc(C#Cc2c(-c3cncn3C)n(C)c3ccc(-c4cnc(N5CCOCC5)nc4)cc23)cc(OC)c1,0.1,30,-2,1,0.0,0,-8,2,-6
O=C(Nc1ccc2c(c1)CCC2)c1ccc(Br)s1,-0.7,24,-11,-6,-0.5,-1,-26,-1,2
CCc1nnc(NC(=O)CSc2nnc(-c3cccnc3)n2CCc2ccccc2)s1,0.4,-3,-1,-3,0.1,-13,-13,12,16
CCN1CCN(Cc2ccc(NC(=O)c3ccc(C)c(NC(=O)C4=NN(c5ccccc5)C(=O)C4)c3)cc2C(F)(F)F)CC1,-0.6,-2&-14,-10,-4&-5,-0.3&0.1,-2&-8,-2,0&1,-6&16
CN1CCCC1CCNc1ccc2sc3ccccc3c(=O)c2c1 (stereo unspecified),6.9,8,-13,-5,7.8,9,6,5,-19
O=C(Cc1cccc(NC(=O)C2CCCN(C(=O)CCc3ccccc3)C2)c1)Nc1cccc(C(=O)N2CCCCC2)c1 (stereo unspecified),x,-1,x,-7,0.3,-7,x,0,22
CCOC(=O)c1cccc(NC(=O)CSc2nc(N)cc(N)n2)c1,-0.2,-4,-5,-3,0.9,-12,-15,2,26
O=C(O)CNC(=O)CCN1C(=O)c2ccccc2C1=O,0.8,19,-3,-2,0.4,-20,-5,12,17
Cc1cnc(C(=O)N2CCN(S(=O)(=O)c3ccc4ccccc4c3)CC2)cn1,2.8,-11,-5,-4,-0.2,-2,-17,10,7
Cc1ccc(SCC(=O)NNC(=O)C2CCCCC2)cc1,-0.6,-1,-1,-1,8.2,0,-14,2,7
Cc1nc(NCCN2CCOCC2)c2oc3ccccc3c2n1,0.8,-16,-20,-4,0.4,-9,-13,-1,14
O=C(O)CSc1nc2c(c(=O)[nH]1)CCCC2,-0.6,13,-3,-4,0.6,-4,5,2,17
COc1cc(Br)cc(CN2CCN(c3ncccn3)CC2)c1O,x,-1,x,-7,1.5,1,x,0,16
O=C(CSc1ccc2nnc(CCNC(=O)c3ccccc3)n2n1)NCc1ccco1,-0.2,-14,-7,-1,0.6,-3,-8,0,3
CCCn1c2ccccc2c2nnc(SCC(=O)Nc3nnc(CC(=O)OCC)s3)nc21,0.7,-14,-8,-3,0.5,3,-20,14,2
CN(C)S(=O)(=O)c1ccc(C(=O)OCC(=O)Nc2ccc3c(c2)OCO3)cc1,1.6,13,4,-4,1.0,-15,-8,1,-2
CCOC(=O)c1c(C)[nH]c(C(=O)COC(=O)CSCC(=O)N(CC)CC)c1C,7.0,2,-18,0,3.3,3,-13,13,13
CC(C)(CNC(=O)COc1ccccc1Cc1ccccc1)N1CCOCC1,-1.5,-10,1,-16,1.1,-9,-11,2,-1
CCN(CC)S(=O)(=O)c1cccc(NC(=O)COc2ccc(F)cc2Br)c1,2.1,38,-16,-3,4.5,-1,7,3,-17
C=Cn1cc[n+](CC(=O)c2ccc(C)cc2)c1,1.4,9,-8,-15,-0.9,-2,-2,6,-7
CCOc1nc(NCCN2CCOCC2)nc(Nc2ccc([N+](=O)[O-])cc2)n1,-1.3,-15,2,-6,0.7,-4,-23,1,5
CCNC(=O)C12CCC(C)(C(=O)O1)C2(C)C (stereo unspecified),0.1,2,-2,-4,1.7,-3,5,0,3
Cc1cc(NC(=O)COC(=O)c2ccccc2O)no1,0.2,0,-7,3,0.8,-3,-4,4,17
O=C1CC(N2C(=O)/C(=C/C=C/c3ccccc3)SC2=S)C(=O)N1c1ccccc1 (stereo unspecified),1.3,8,-1,0,-0.5,7,-8,6,-7
O=C1C2CC=CCC2C(=O)N1c1ccc(N2CCN(c3ccccn3)CC2)c([N+](=O)[O-])c1 (stereo unspecified),13,13,-9,1,9.1,8,46*,9,-20
CCn1c(CSCc2c(Cl)cccc2Cl)n[nH]c1=S,1.9,-6,-3,-8,1.0,11,4,11,-10
Cn1c(SCC(=O)NCCc2ccc(S(N)(=O)=O)cc2)nc2ccccc2c1=O,-0.7,1,-19,-5,1.2,-12,0,0,18
CCc1c(O)nc(SCC(=O)N2CCc3cc(OC)c(OC)cc3[C@@H]2C)[nH]c1=O,-0.2,-11,-6,-5,0.2,5,-10,1,7
CC(=O)Nc1ccc(NC(=O)CSc2ccccn2)cc1,0.9,7,-5,-1,0.1,-12,0,0,21
COc1ccc2c(c1OC)C(=O)OC2Nc1ncccc1C (stereo unspecified),0.6,6,-1,-1,0.5,-6,7,3,15
CCOC(=O)c1sc(C)c2c(=O)n(Cc3ccc(Cl)cc3)c(C)nc12,-1.6,-7,-6,-3,0.0,10,-32,12,-4
CCCCCn1c(CCNC(=O)c2cccs2)nc2ccccc21,-0.5,9,-1,-4,4.1,-19,-20,10,16
COCCn1c(=N)c(C(=O)NCCc2ccccc2)cc2c(=O)n3cccc(C)c3nc21,-0.1,-1,-17,-5,0.5,-6,-24,3,26
# More entries follow.
SMILES,V1aR counter,TAAR1 antag,OXTR potentiator,M1 ag,CHO-K1 Ca ag,CHO-K1 Ca antag,CHO parental Ca,TAAR1 ag,M1 PAM parental
COc1cc(/C=N/NC(=O)COc2cc(C)cc(C)c2)ccc1OS(=O)(=O)c1ccc(C)cc1,1.4,-18,-4,-3,1.2,9,-19,0,1
CCOC(=O)C1(C)CCCN1C(=O)c1sccc1C (stereo unspecified),x,-26,x,-3,0.5,-3,x,0,2
CCC(=O)NC(Cc1ccccc1)c1ccc2c(c1)OCCCO2 (stereo unspecified),1.0,-2,2,-10,0.2,1,-10,1,-2
CCN(CC)Cc1cc(C(C)=O)ccc1OCC(C)C,-0.1,0,7,-12,0.7,-23,-13,5,18
Cn1c(SCc2ccc(C(C)(C)C)cc2)nnc1C1COc2ccccc2O1 (stereo unspecified),-0.2,-21,-3,-2,5.5,3,-18,0,-12

# Entries listed so far containing two or more sulfur atoms (seven):
SMILES,V1aR counter,TAAR1 antag,OXTR potentiator,M1 ag,CHO-K1 Ca ag,CHO-K1 Ca antag,CHO parental Ca,TAAR1 ag,M1 PAM parental
Cc1ccc(SC2=C(Sc3ccc(C)cc3)C(=O)c3ccccc3C2=O)cc1,-0.1,5,-6,0,0.2,-1,-2,1,-6
CCOC(=O)c1ccc(NC(=O)CC2S/C(=N/N=C3/NC(=O)CS3)NC2=O)cc1 (stereo unspecified),-1.2,-14,-3,-1,-0.4,2,-10,0,-12
CCc1nnc(NC(=O)CSc2nnc(-c3cccnc3)n2CCc2ccccc2)s1,0.4,-3,-1,-3,0.1,-13,-13,12,16
CCCn1c2ccccc2c2nnc(SCC(=O)Nc3nnc(CC(=O)OCC)s3)nc21,0.7,-14,-8,-3,0.5,3,-20,14,2
O=C1CC(N2C(=O)/C(=C/C=C/c3ccccc3)SC2=S)C(=O)N1c1ccccc1 (stereo unspecified),1.3,8,-1,0,-0.5,7,-8,6,-7
CCn1c(CSCc2c(Cl)cccc2Cl)n[nH]c1=S,1.9,-6,-3,-8,1.0,11,4,11,-10
Cn1c(SCC(=O)NCCc2ccc(S(N)(=O)=O)cc2)nc2ccccc2c1=O,-0.7,1,-19,-5,1.2,-12,0,0,18

# Source: PubChem

# An unsorted share of the library; any-hit rate near 3.3%.
